Screening data from PubChem BioAssay.
CatB inh = human cathepsin B inhibition | P07858 | purified cathepsin B, fluorogenic substrate, fluorescence | inhibition, %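 (tested at 10 µM)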 | actives 0.1% (n = 63,000); in the data active means inhibition above about 21%;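 further: 0% = enzyme with no compound and 100% = no enzyme blank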
CatG inh = blocks human cathepsin G enzyme activity; P08311; purified enzyme, AMC-tetrapeptide fluorescence, pooled mixtures; inhibition, % at 5 µM (by protocol); actives 0.2% (n = 62,000); AID 581;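 active means inhibition above 20% in each of the two mixture wells holding the compound; inactive means inhibition of 20% or less in either well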;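 further: 0% = enzyme control without mixture and 100% = blank lacking enzyme; strong numbers were not always called active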
CatB mixtures = inhibitors of human cathepsin B in compound mixtures. Purified cathepsin B, AMC dipeptide fluorescence. actives 0.06% (n = 62,000). AID 488. P07858. inhibition, %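 (ten-compound pools at 5 µM per compound and 50 µM total)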; in the data active means inhibition above about 22%, passing the limit was not always enough;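 further: 0% = enzyme without compound and 100% = no enzyme blank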
FXIa inh mix = factor XIa (human) inhibition, mixture screen; purified FXIa, fluorogenic substrate, pooled mixtures; inhibition, % at 5 µM; actives 0.19% (n = 62,000); AID 680; in the data active means inhibition above about 20%, passing the limit was not always enough;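 further: each value is inhibition by a whole ten-compound pool holding the compound; 0% = enzyme with no mixture and 100% = wells lacking enzyme; strong numbers were not always called active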
Target sequence (P03951 19-387 limits assumed): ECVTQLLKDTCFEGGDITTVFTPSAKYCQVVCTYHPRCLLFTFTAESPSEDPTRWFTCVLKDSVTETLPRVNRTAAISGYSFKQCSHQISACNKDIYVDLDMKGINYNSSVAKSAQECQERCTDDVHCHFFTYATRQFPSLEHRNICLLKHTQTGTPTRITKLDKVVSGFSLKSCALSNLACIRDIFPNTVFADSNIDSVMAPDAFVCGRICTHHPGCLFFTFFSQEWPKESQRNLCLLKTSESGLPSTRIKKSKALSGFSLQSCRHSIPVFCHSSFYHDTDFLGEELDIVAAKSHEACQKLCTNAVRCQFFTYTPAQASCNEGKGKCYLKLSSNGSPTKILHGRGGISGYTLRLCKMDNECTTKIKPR
Target sequence (P03951 388-625 limits assumed): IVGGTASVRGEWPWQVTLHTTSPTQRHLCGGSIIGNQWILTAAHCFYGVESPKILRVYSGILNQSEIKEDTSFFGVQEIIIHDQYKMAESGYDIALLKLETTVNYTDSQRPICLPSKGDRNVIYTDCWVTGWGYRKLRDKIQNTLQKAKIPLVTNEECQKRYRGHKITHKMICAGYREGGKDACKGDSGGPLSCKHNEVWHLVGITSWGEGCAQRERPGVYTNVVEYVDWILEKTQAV
CatL block = inhibitors of human cathepsin L; P07711; actives 0.17% (n = 58,000); purified cathepsin L, fluorogenic substrate, fluorescence; inhibition, %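 (tested at 10 µM)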; in the data active means inhibition above about 45%;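 further: 0% = enzyme with no compound and 100% = no enzyme blank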
C1s inh = blocks human complement C1s protease activity | purified C1s, fluorogenic AMC substrate, pooled mixtures | actives 0.16% (n = 62,000) | P09871 | mean inhibition % of two 10-compound mixtures (hits give high values), % at 5 µM (by protocol);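 active means inhibition above 20% in each of the two 10-compound mixture wells holding the compound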;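 further: 0% = enzyme wells lacking compound mixture and 100% = no-enzyme blank wells; some compounds called inactive have numbers as strong as hits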
AP ELISA ortho = alternative pathway complement inhibition, orthogonal assay; actives 0.08% (n = 62,000); Human serum alternative complement pathway, LPS-coated ELISA, C3 deposition; tested in compound mixtures; AID 1235; inhibition, % at 5 µM;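 active means inhibition above 30% in each of the two pooled mixtures holding the compound, so the lower value exceeds 30%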;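 further: 0% = serum in Mg-EGTA without compound and 100% = EDTA serum blank; some compounds past the cut are filed as inactive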
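Test system: human serum alternative complement pathway, C3 deposition on LPS-coated wells; also added: Plate-bound LPS; doses: 5 µM per compound in ten-compound mixtures; schedule: 1 h at 37 °C; detection: Anti-C3 ELISA, OD 450 nm; evaluation: percent inhibition of C3 deposition onto LPS; repeats: two pool placements per compound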
Ec RNAP inh = inhibitors of Escherichia coli RNA polymerase. inhibition, %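 (tested at 10 µM)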. E. coli RNA polymerase, fluorescence transcription assay. actives 0.2% (n = 62,000); in the data active means inhibition above about 20%;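 further: 0% = enzyme without compound and 100% = no enzyme blank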
CatS inh = blocks human cathepsin S protease activity; actives 0.06% (n = 62,000); AID 501; recombinant cathepsin S, AMC dipeptide fluorescence, pooled mixtures; inhibition, %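 (tested at 5 µM per compound within 10-compound mixtures)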; P25774; in the data active means inhibition above about 32%, passing the limit was not always enough;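 further: 0% = enzyme without compound and 100% = blank without enzyme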
Target sequence (P25774 115-331 limits assumed): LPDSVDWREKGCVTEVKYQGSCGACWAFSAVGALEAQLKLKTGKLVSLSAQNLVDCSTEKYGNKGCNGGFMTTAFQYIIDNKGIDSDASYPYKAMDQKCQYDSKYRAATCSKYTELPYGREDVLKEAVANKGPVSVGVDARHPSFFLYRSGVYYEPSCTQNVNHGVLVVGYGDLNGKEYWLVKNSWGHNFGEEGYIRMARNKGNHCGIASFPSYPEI
* hit, by the source's call; . = no result given.

CatB inh,CatG inh,CatB mixtures,FXIa inh mix,CatL block,C1s inh,AP ELISA ortho,Ec RNAP inh,CatS inh,smiles
3,9,1,7,11,-42,4,7,-1,O=C(O)C1CC=CCC1C(=O)N1CCCC1 (centres undefined)
1,8,-1,4,.,7,-3,8,9,Cc1cc(NC(=O)CSc2ccc3nnc(-c4ccccn4)n3n2)no1
2,11,5,5,8,16,8,11,13,COc1ccc2c(CSc3nc4nc(C)cc(C)n4n3)cc(=O)oc2c1
7,9,3,7,10,15,16,5,0,NC(=O)COC(=O)c1cc(S(=O)(=O)N2CCOCC2)ccc1N1CCCCC1
0,-3,1,-3,-4,2,17,-1,-5,CC(=O)N1CCC2(CC1)C(C#N)=C(N)Oc1n[nH]c(C(F)(F)F)c12
-4,0,-3,10,-4,1,13,-10,-8,CC(C)(C)C1CCc2onc(C(=O)Nc3cnn(Cc4ccc(F)cc4)c3)c2C1 (centres undefined)
4,11,5,7,-4,17,10,1,4,O=C(c1ccco1)N1C2C=CC(C2)C1(C(F)(F)F)C(F)(F)F (centres undefined)
1,-5,-2,2,8,-3,-5,-5,7,Cc1cc(NC(=O)c2noc3c2CCCC3)no1
3,0,-5,-1,6,0,-5,4,6,CCCCCc1ccc(CC(=O)O)cc1
0,-3,-3,4,7,-22,8,-3,0,c1cnc(-c2nnc3n2CCCCC3)cn1
-3,-2,-2,1,13,1,2,7,3,Fc1ccc(-c2cc(C(F)(F)F)nc(N3CCCCC3)n2)cc1
1,5,0,4,6,-24,13,6,-12,COc1ccccc1NC(=O)CSCC(N)=O
4,7,0,6,12,13,13,8,-4,COc1ccc(N2C(=O)C3CCCN3C2c2ccc(C)cc2)cc1 (centres undefined)
-1,1,6,9,16,0,1,10,16,Clc1cccc(Cl)c1Cn1cnc(=NCc2ccco2)c2[nH]cnc21
3,-11,-5,-6,.,-37,-13,1,-13,O=C(c1ccccc1C(=O)N1CCN(c2ccccc2)CC1)N1CCN(c2ccccc2)CC1
2,7,1,4,15,3,2,5,3,COCCOC(=O)C1=C(C)N=C2SCCC(=O)N2C1c1cc(Br)ccc1OC (centres undefined)
0,4,0,6,1,3,11,0,-6,CCn1c(C(=O)NCCCN2CCc3ccccc3C2)cc2sccc21
3,7,2,3,3,4,12,4,-2,COC(=O)Cn1ncn2cccc2c1=O
0,16,2,1,.,16,5,7,5,CCOC(=O)C1=C(C)NC(=O)NC1c1ccc(N(C)C)cc1 (centres undefined)
.,8,-1,3,.,8,13,.,-2,CCOC(=O)Nc1cc(=O)c2ccccc2o1
-3,-3,2,5,-6,-2,17,-5,0,CCN1C(=O)CC(c2ccco2)Sc2ccccc21 (centres undefined)
4,8,7,2,11,8,13,5,0,COc1ccccc1NC(=O)C1(C)Cc2ccccc2C(=O)O1 (centres undefined)
10,-2,6,5,.,-16,12,8,6,Cc1ccc2c(c1)NC(=O)C(CC(=O)O)O2 (centres undefined)
-1,5,3,3,-7,-8,23,2,-11,Cc1ccc(NCc2nc3ccccc3n2C)cc1
2,0,0,4,.,-8,5,9,2,CCS(=O)(=O)N1CCN(C2CCC(c3ccccc3)CC2)CC1 (centres undefined)
0,-13,-4,-14,16,-81,-12,9,-3,CC(C)=C(C#N)c1nc2ccccc2s1
-1,19,-4,12,4,-20,-1,10,-1,CC(C)CCSc1nc(N)c(C#N)cc1C#N
-1,1,1,4,12,-2,8,8,2,COCCSc1nc2c(c(=O)[nH]c(=O)n2C)n1CCC(C)C
-1,9,5,7,-2,10,16,3,-2,Cn1c(=O)c2c(ncn2CC(=O)OCc2ccccc2)n(C)c1=O
-1,10,3,7,.,4,16,2,-1,O=C(Cn1cc(C(=O)c2cccs2)c2ccccc21)NCc1ccc2c(c1)OCO2
0,6,-1,8,-10,3,11,4,-2,CC1CN(c2ccccc2)C(=O)CS1 (centres undefined)
6,10,-1,5,16,15,3,8,-3,Cc1ccc(S(=O)(=O)N2CCOCC2)cc1C(=O)N1CCOCC1
6,4,0,-3,13,-11,2,3,7,COc1ccc(C(CC(=O)O)NC(=O)Cc2ccccc2)cc1 (centres undefined)
3,4,0,9,0,1,3,.,16,C/C(N)=C(/C#N)C(=O)CSc1nnc(Nc2cccc(C)c2C)s1
-2,3,7,10,-2,7,12,9,6,COC(=O)c1ccc(CSc2nccn2C)cc1
8,-2,8,7,3,-8,-11,3,17,O=C(NCc1ccc(F)cc1)C(c1cccs1)N(C(=O)c1csnn1)C1CC1 (centres undefined)
1,10,6,2,19,17,8,13,6,N#Cc1cnn(Cc2ccccc2)c1/N=C/N1CCOCC1
4,9,5,6,12,12,3,.,13,CCCc1nc2sc3ccccc3c(=O)c2c(=O)n1Cc1ccco1
1,-13,-3,-6,14,-82,-10,7,-2,COc1ccc(NC(C)=O)cc1NC(=O)CSc1nc2ncccc2[nH]1
-4,3,-2,2,-3,0,20,-3,7,COc1ccc(OCC(O)COc2ccc(OC)cc2)cc1
-4,25,6,8,14,-34,8,4,16,CCS(=O)(=O)N1CCCC(C(=O)NCCN2CCC(Cc3ccccc3)CC2)C1 (centres undefined)
2,12,-6,1,6,1,6,12,13,CCNc1nc(SC(C)C(=O)Nc2ccccc2)nc(N2CCOCC2)n1 (centres undefined)
-1,2,-5,10,-12,3,18,-7,-3,COc1ccc(-n2c(=O)cc(N3CCN(Cc4ccccc4)CC3)[nH]c2=O)cc1
3,6,8,2,19,9,-6,11,2,Cc1cccc(/N=C/c2c(O)[nH]c3ccccc23)n1
2,11,-8,0,6,5,5,12,7,Cc1cc(NC(=O)CCC(=O)N(CC(=O)NC2CCCC2)Cc2ccc(F)cc2)no1
2,-11,4,5,0,-5,-20,-3,-3,COC(=O)Nc1ccc(OC)c(OC)c1
-4,0,3,-1,1,-13,10,6,-1,CS(=O)(=O)Nc1ccc(N2CCCCC2)c(Cl)c1
-1,-1,-2,6,-5,-1,17,0,-6,CCOc1ccccc1C1CC(=O)NC2=C1C(=O)CCC2 (centres undefined)
3,-12,-5,-3,-21,-14,-6,-7,-7,Cc1cc(N2CCN(c3ccccn3)CC2)n2c(nc3ccccc32)c1C#N
2,50,2,9,.,-8,13,10,-4,CCc1nnc(NC(=O)c2ccc(S(=O)(=O)N3CCCCCC3)cc2)s1
33*,11,53,7,22,12,7,8,.,COc1ccccc1NC(=O)CCC(=O)O
-8,-2,3,1,-3,0,15,2,0,O=C(O)c1ccc(CN2C(=O)CSC2=S)cc1
-4,0,6,7,-2,-16,8,7,1,COc1ccc(-n2ccnc2SCC(=O)NCc2ccc3c(c2)OCO3)cc1
-2,-1,-4,2,1,-8,8,-7,1,Cc1c(NC(=O)COc2ncnc3c(Cl)cc(Cl)cc23)c(=O)n(-c2ccccc2)n1C
3,-3,3,-3,13,5,1,5,-1,O=C(Cn1c(=O)sc2ccccc21)NCCOc1ccccc1F
4,1,0,8,-5,4,12,-2,-3,Cc1cccc(C)c1N(CC(=O)N1CCN(C)CC1)S(C)(=O)=O
6,6,2,-6,11,-18,11,7,10,O=C(O)CC(c1ccc(Cl)cc1)n1cccc1 (centres undefined)
0,5,1,1,-7,-47,19,2,-8,O=C1OC(NC(=O)c2ccccc2)C(N2CCOCC2)=C1Cl (centres undefined)
-1,7,2,5,-3,1,20,0,-1,COc1ccc(N(CC(=O)N2CCC(C)CC2)S(=O)(=O)c2c(C)nn(C)c2C)cc1
2,7,2,-3,-39,-20,26,-1,-6,COc1cc(OC)cc(-c2cc3nc4c(c(N5CCN(c6cnccn6)CC5)n3n2)CCCC4)c1

Continuation.
CatB inh,CatG inh,CatB mixtures,FXIa inh mix,CatL block,C1s inh,AP ELISA ortho,Ec RNAP inh,CatS inh,smiles
-1,1,36,41,.,-41,9,-5,-3,Cc1cc(C)cc(N(CC(=O)N2CCn3c2nc2ccccc23)S(=O)(=O)c2c(C)noc2C)c1
-3,8,5,29,.,8,13,-2,5,Clc1ccc(OCc2nc(-c3ccncc3)no2)c(Br)c1
0,7,3,8,-9,-21,21,0,-6,c1ccc(CNc2ccc3ccccc3n2)nc1
-3,-2,25,4,23,8,1,9,4,CCn1c(SCC(=O)Nc2nc(C)c(C)s2)nnc1-c1ccco1
4,12,5,0,8,7,-5,10,9,Cc1cc2cc(CN(Cc3cccs3)Cc3nnnn3CC3CCCO3)c(=O)[nH]c2cc1C (centres undefined)
1,3,2,6,10,12,6,4,-5,Cc1cc(C)nc(N2CCCC(C(=O)Nc3nc4ccc(S(C)(=O)=O)cc4s3)C2)n1 (centres undefined)

These rows are one share of the data; the hit share may differ from the screen's.
